N370S GC – qHTS Assay for Inhibitors and Activators of N370S glucocerebrosidase as a Potential Chaperone Treatment of Gaucher Disease. 330,000 tested, 0.092% active. Potency, µM (top dose mostly 59.4 µM), for inactives: at the highest dose activity change, negative = inhibition, usual class: inhibitors. N370S GC spleen homogenate, 4MU-glucoside fluorescence. AID 2101, 2009;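 further: 0% = full enzyme activity and -100% = no enzyme basal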
GCN5L2 inh – qHTS Assay for Inhibitors of GCN5L2; GCN5L2 HAT assay, ThioGlo1 CoA-SH fluorescence; 390,000 tested, 0.21% active; Potency, µM (highest dose often 58.9 µM), inactives show at the highest dose activity change, negative = inhibition, actives largely listed as inhibitors; Histone acetyltransferase KAT2A (Homo sapiens), Q92830
Target sequence (Q92830 whole entry, looked up): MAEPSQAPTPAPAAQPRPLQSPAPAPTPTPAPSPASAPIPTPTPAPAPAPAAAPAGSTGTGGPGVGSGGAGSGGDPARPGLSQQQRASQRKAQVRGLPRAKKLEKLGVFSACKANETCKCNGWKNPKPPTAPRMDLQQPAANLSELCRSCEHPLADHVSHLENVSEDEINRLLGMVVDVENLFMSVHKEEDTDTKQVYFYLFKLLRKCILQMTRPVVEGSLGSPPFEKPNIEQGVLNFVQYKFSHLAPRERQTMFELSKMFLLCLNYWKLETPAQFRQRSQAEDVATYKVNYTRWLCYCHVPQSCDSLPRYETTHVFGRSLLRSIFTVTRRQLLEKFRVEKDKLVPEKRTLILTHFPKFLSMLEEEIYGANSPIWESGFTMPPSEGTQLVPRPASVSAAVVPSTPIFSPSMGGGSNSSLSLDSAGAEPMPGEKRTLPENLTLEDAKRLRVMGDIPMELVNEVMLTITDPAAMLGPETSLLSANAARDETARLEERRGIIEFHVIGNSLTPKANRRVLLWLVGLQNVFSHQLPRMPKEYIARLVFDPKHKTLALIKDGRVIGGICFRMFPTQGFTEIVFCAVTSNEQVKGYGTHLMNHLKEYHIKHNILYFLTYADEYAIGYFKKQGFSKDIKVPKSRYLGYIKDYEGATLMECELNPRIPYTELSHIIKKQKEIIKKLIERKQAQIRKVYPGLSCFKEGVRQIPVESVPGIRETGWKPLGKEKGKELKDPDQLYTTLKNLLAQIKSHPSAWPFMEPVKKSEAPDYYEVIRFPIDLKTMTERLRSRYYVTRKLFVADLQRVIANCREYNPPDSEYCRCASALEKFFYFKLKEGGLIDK
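GCN5L2 (20 nM) in 50mM HEPES pH 7.5, 0.1mM EDTA, 0.01% Tween-20 preincubated 15 min with compounds at room temperature. Reaction started with H3(1-25) 75uM, acetyl-CoA 70uM, ThioGlo1 50uM; CoA-thiol fluorescence (Ex340/Em540) read at 0 and 20 min.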
FEN1 inh – qHTS Assay for the Inhibitors of Human Flap endonuclease 1 (FEN1). Recombinant FEN1 flap cleavage, fluorescence, 15 min. AID 588795, 2011. Potency, µM (titrated, usually from 114 µM), without a hit: at the highest dose activity change, negative = inhibition, usual class: inhibitors. 390,000 tested, 0.35% active; further: nearly all actives have a fitted effect of over 65% in size
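In this screen, 50 nM flap DNA substrate was added to 10 nM FEN1 pretreated with compound for 15 min at room temperature; cleavage was followed with reads at 0 and 15 min, and Hill fitting gave concentration–response parameters.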
* = called active by the depositor; ? = inconclusive; . = not tested or not shown; & = joins results of further samples; [ ] = dose if it differs, or a comment. The call rests on the fitted dose curve; in most records, active means well fitted curve in the direction sought with a large enough effect; inconclusive means small, poorly fitted or top-dose-only effect, or another doubt; inactive means no such curve, though single readings can be large; an effect the other way counts as inactive or inconclusive. Unless noted, on the % scale 0 is the no-effect control and ±100 the full control effect; potency means the concentration at half of the fitted maximal effect. Outcome played no part in choosing rows; any-hit rate near 0.54%.

FEN1 inh | molecule | GCN5L2 inh | N370S GC
0.0% | CN(C)c1nc(OCCNC(=O)Nc2ccccc2)nc(N(C)C)n1 | -1.5% | 3.9%
-8.0% | Cc1cccc(C(C)C)c1-n1nnnc1-c1ccccc1 | -5.1% | -10.9%
1.1% | O=C(CCC(=O)N1CCSc2ccccc21)Nc1ccc(Cl)cc1 | -4.2% | .
-1.2% | COc1ccccc1CNC(=O)C1CCC(CNS(=O)(=O)c2cccs2)CC1 (stereo not drawn) | -1.7% | -14.4%
-13.3% | COc1ccccc1N1CCN(C(c2ccccc2)c2nnnn2CCc2ccccc2)CC1 (stereo not drawn) | -12.9% | 4.9%
4.9% | O=C(Nc1ccc(C(=O)NCc2ccccc2)cc1)C1=CSCCO1 | -11.0% | 4.6%
-4.8% | COc1cc(/C=C/C(=O)c2ccc(O)cc2)ccc1OCC#N | -9.3% | 5.3%
1.7% | CCOc1ccc(Nc2nc3c(c(=O)[nH]2)CCCC3)cc1 | -22.6% | -0.9%
4.0% | Oc1oc(-c2ccc(Br)cc2)nc1/C=N/c1ccccn1 | -8.2% | 1.9%
. | c1cncc(-c2nc(-n3ccnc3)c3ccccc3n2)c1 | -5.5% | 0.7%
2.2% | Cc1c(Cl)cccc1NC(=O)CSc1ncnc2c1cnn2CCc1ccccc1 | -3.6% | 1.0%
-0.2% | CCCC(=O)n1nc(-c2ccco2)nc1SCc1ccccc1 | -9.8% | 9.5%
15.2% | Cc1cccc(-n2c(=O)c3c(c4cc(C)ccc4n3C)n(CC(=O)NCCC3=CCCCC3)c2=O)c1 | 3.6% | .
9.3% | Nc1nonc1-n1nnc(C(=O)N/N=C/c2ccc(OCc3ccccc3F)cc2)c1CNc1ccccc1 | -1.1% | -2.2%
2.6% | Cc1ccnc(NC(=O)Nc2ccc(F)cc2)c1 | -2.8% | ?
-10.2% | COc1cc(C2c3sc(=O)[nH]c3SC3C(=O)N(c4ccc(C)cc4)C(=O)C32)ccc1O (stereo not drawn) | 0.4% | -11.4%
-14.8% | O=C(NCC1CCCO1)C1CC(=O)N(C2CCCC2)C1 (stereo not drawn) | -6.2% | -1.5%
-27.0% | S=C1NC[C@H](Cc2ccccc2)N1CCCCC1CCCCC1 | -4.8% | 27.3%
-4.7% | CCOC(=O)c1cccc(NC(=O)CCc2nnc3ccc(N4CCN(C)CC4)nn23)c1 | -16.6% | -15.8%
14.0% | O=C(C[C@H]1C/C=C\C[C@H](NC(=O)OCC2c3ccccc3-c3ccccc32)C(=O)OC[C@@H]2CCCN2C1=O)NCCO | -2.9% | .
? | COc1ccc(C(=O)CC2(O)C(=O)N(Cc3cccc(C(F)(F)F)c3)c3ccccc32)cc1 (stereo not drawn) | -6.5% | .
2.2% | COc1cc2c(cc1OC)C(C)N(S(=O)(=O)c1cn(C)cn1)CC2 (stereo not drawn) | -7.0% | 3.1%
-4.8% | COc1ccc2oc(C(=O)NCc3ccccc3CN3CCCC3)c(C)c2c1 | -0.8% | .
3.3% | COc1ccc(Nc2c3c(nc4nncn24)CCC3)cc1Cl | 1.5% | .
-14.2% | Cc1csc2ncc(C(=O)NCc3ccco3)c(=O)n12 | -7.4% | ?
-12.8% | CCOC(=O)c1ccc(NC(=O)c2ccc(NC(=O)c3ccccc3)cc2)cc1 | -5.2%[0.501 µM] | 0.7%
-9.7% | CC(=O)N1CCC(C(=O)Nc2ccccc2)(N(Cc2ccccc2)C(=O)c2cccnc2)CC1 | -2.4% | -20.7%
15.8% | O=C(CSc1nnc(CNC(=O)c2ccco2)o1)Nc1ccc(Cl)cc1 | -1.9% | 0.2%
8.5% | C=CCOn1c(=O)c(-c2ccc(C)cc2)[n+]([O-])c2ccccc21 | -14.2% | -9.2%
-5.6% | NC1=NC(c2cn(-c3ccccc3)nc2-c2cccs2)n2c(nc3ccccc32)N1 (stereo not drawn) | -3.7% | ?
0.7% | O=C(NC1CC2CCCC(C1)N2C(=O)Nc1ccccc1)c1ccccc1 (stereo not drawn) | -3.1% | -3.9%
. | N#CCCn1c(=O)c(-c2cc(F)cc(F)c2)nc2cnc(OCc3ccccc3)nc21 | -11.0% | 16.6%
-10.8%&-1.8% | CCN1C(=O)c2cccc3c(S(=O)(=O)Nc4ccc(O)c(C(=O)O)c4)ccc1c23 | -1.6%&2.6% | 1.4%
-1.8% | CC(=O)Nc1ccc(S(=O)(=O)Nc2nc3c(s2)CCCC3)cc1 | -5.7% | -13.4%
14.8%&-3.6% | CC(=O)c1cc2c(cc1N/C(=N/S(=O)(=O)c1ccc(Br)cc1)c1ccccc1)OCO2 | 3.4%&1.0% | 18.8%
-10.4% | CC1(C)CC(=O)C(C=NCCN2CCN(C(=O)c3ccc(Br)cc3)CC2)=C(O)C1 | -2.0% | 5.8%
-3.2% | O=C(CCSCc1cccc(Cl)c1)NCCc1ccccc1 | 23.7% | 22.6%
-0.7% | Cc1ccc(NC(=O)c2c(C)nc3sc(C(=O)Nc4ccc(F)cc4)c(N)c3c2-c2ccc(C)o2)c(C)c1 | -13.7% | .
-17.8% | Cc1cccc(CN2CCC(CNC(=O)CSc3cc(=O)n(C)c4cc(Cl)ccc34)CC2)c1 | -13.9% | -6.7%
0.2% | CC(C)(C)NC(=O)NC(=O)COC(=O)CCC1CCCC1 | -4.1% | -5.3%
-11.3% | CC(C(=O)NC1CCCC1)N(Cc1ccco1)C(=O)c1snc(C(=O)NC2CCCC2)c1N (stereo not drawn) | -4.8% | 9.3%
? | COC(=O)C(N)Cc1ccc(Cl)cc1 (stereo not drawn) | 0.7%&-2.3% | -26.6%&-0.7%
10.6% | C=CCn1c(CNc2ccc(C)cc2)nnc1SCC(=O)N/N=C/c1ccc(O)cc1O | -8.2% | -17.2%
-3.6% | N/C(=N\OC(=O)CCCN1C(=O)c2ccccc2C1=O)c1ccccn1 | -3.9% | 6.1%
-10.9% | CCN(C(=O)CSc1nnc(-c2ccc(F)cc2)c2ccccc12)C1CCS(=O)(=O)C1 (stereo not drawn) | -1.5% | -14.8%
5.4% | COc1ccc(NC(=O)C(=O)NCCCO)cc1Cl | -4.6% | -2.9%
10.5% | Cc1csc2nc(COC(=O)c3cccc(NC(=O)COc4ccc(Cl)cc4)c3)cc(=O)n12 | -5.1% | .
8.0% | COc1ccc(S(=O)(=O)N2CCCCC2)cc1NS(=O)(=O)c1cc(Cl)ccc1Cl | -6.7% | 4.8%
? | COc1ccc(C2C=C3CNS(=O)(=O)C3CC2OC(=O)c2ccc(Cl)cc2)cc1 (stereo not drawn) | . | -5.2%
-25.1% | O=C(OC1CCOC1=O)c1cc(-c2cccc(Br)c2)nc2ccccc12 (stereo not drawn) | -3.3% | 4.9%
10.5% | CC(Oc1ccc(Cl)cc1Cl)C(=O)NCCN1CCOCC1 (stereo not drawn) | -1.5% | -13.7%
-7.3% | CSC1=C(C#N)C(c2ccc3c(c2)OCO3)C2=C(CCCC2=O)N1 (stereo not drawn) | -1.0% | -5.4%
-17.8% | O=C(NC1=NCCS1)c1cccc(N2C(=O)c3ccccc3C2=O)c1 | -5.9% | 12.4%
-9.9% | O=C(O)c1cccc(NC(=O)c2ccc(COc3ccc(Cl)cc3)cc2)c1 | -11.4% | -9.0%
-2.0% | COc1ccc(C)cc1NS(=O)(=O)c1ccc(Br)s1 | -1.8% | -10.8%
-16.6% | Nc1cccc2c1C(=O)N(C(=O)/C=C/c1ccc(F)cc1)C2=O | -3.9% | 17.6%
-7.5% | Cc1ccc(C(=O)NCC(=O)OCC(=O)c2ccc3c(c2)NC(=O)CO3)cc1C | -3.4% | 7.2%
4.7% | Cc1ccc(C(=O)Nn2cnnc2)cc1S(=O)(=O)N1CCOCC1 | 11.9% | -5.4%
-22.2% | CC(OC(=O)c1ccc(-n2cnnn2)cc1)C(=O)Nc1ccc(F)c(F)c1F (stereo not drawn) | -10.2% | .
-4.3% | CC1(C)CC(=O)C2=C(C1)NC(Nc1nc3ccccc3o1)=NC2c1ccccn1 (stereo not drawn) | -14.0% | 23.6%

Other results:
FEN1 inh | molecule | GCN5L2 inh | N370S GC
-5.6% | O=C1CC2(CCN(C(=O)c3ccc([N+](=O)[O-])cc3)CC2)Oc2ccccc21 | -7.1% | -1.9%
-5.9% | CN(C)S(=O)(=O)c1ccc(Cl)c(C(=O)NNC(=O)Cn2ccc(C(F)(F)F)n2)c1 | 1.5% | -3.5%
28.2µM* | CCCN(CCC)CCCNC(=O)c1cc2c(-c3ccc(OC)c(OC)c3)nn(C)c2s1 | -5.8%&-9.7% | -1.3%
-6.6% | Cc1ccc(S(=O)(=O)NCCC(=O)NCCOc2ccccc2)cc1 | -26.2% | 3.1%
-3.2% | Cc1cc(C)cc(N2C(=O)CS(=O)(=O)C23C(=O)N(C)c2ccccc23)c1 (stereo not drawn) | 3.4% | .
-0.4% | CSC1=NCCN1C(=O)c1cccc(C(F)(F)F)c1 | -3.2% | -0.8%
5.5% | COc1ccc(-n2c(=O)cc(N3CCN(c4ccccc4)CC3)[nH]c2=O)cc1 | 11.9% | 28.1%
-16.8% | CN(C)S(=O)(=O)c1ccc2c(c1)N(CC(=O)Nc1ccc(OC(F)(F)F)cc1)C(=O)CS2 | -2.4% | .
-29.8% | Cc1cc(C)c2c(N)c(C(=O)N/N=C/c3cccnc3)sc2n1 | -5.2% | -18.0%
-1.3% | Cc1cc(-c2ccc(NC(=O)[C@@H]3CCCC[C@@H]3C(=O)O)c(C)c2)ccc1NC(=O)[C@@H]1CCCC[C@@H]1C(=O)O | -2.9% | 5.5%
10.6µM* | COc1cc(N)c(Cl)cc1C(=O)OCCN1CCCCC1 | -3.8%&-17.4% | 7.9%&3.7%
-13.9% | CCN1C(=O)/C(=c2\o/c(=C3\C=Cc4ccccc4N3CC)c(=O)n2CC)SC1=S | -2.6% | -12.0%
-0.8% | CC(Oc1ccc(NC(=O)c2ccco2)cc1)C(=O)N1c2ccccc2CC1C (stereo not drawn) | -9.5% | -8.7%
-3.5% | Cn1ncc2c(N3CCN(c4ccc(F)cc4)CC3)ncnc21 | -6.7% | .
7.2% | O=C/C(=C\Nc1ccc(C(=O)N2CCOCC2)cc1)c1nc2ccccc2o1 | -18.6% | -3.2%
2.3% | CCN(CC)C(=O)c1ccc(S(=O)(=O)N2CCC(c3nc4ccccc4s3)CC2)cc1 | -2.3% | 0.0%
-4.8% | CN(CCOc1ccc(Cl)cc1)C(=O)c1ccc(S(=O)(=O)N2CCOCC2)cc1 | 1.4% | 6.4%
-2.1% | CSc1ncc(C(=O)Nc2ccc(C(C)=O)cc2)c(C)n1 | -1.2% | 2.1%
-7.6% | CC(=O)Nc1cccc(NC(=O)c2ccc(Br)cc2)c1 | 25.1% | 10.2%
6.6% | Cc1c(C(=O)N(C)C)sc(NC(=O)c2cccc([N+](=O)[O-])c2)c1C#N | -3.6% | -8.4%
8.5% | CC1(C(=O)N2CC3(CC(c4ccccc4)=NO3)C[C@H]2C(=O)NCC(N)=O)CC1 (stereo partly drawn) | -7.4% | 0.6%
14.8% | CCOC(=O)c1nc(Nc2ccc(C)cc2)c2ccccc2n1 | -4.4% | -9.1%
-13.8% | COC(=O)c1cc(S(=O)(=O)NCc2ccc3c(c2)OCO3)c[nH]1 | -5.6% | ?
1.9% | O=C(NCCc1c[nH]c2ccccc12)C(=O)c1c[nH]c2ccccc12 | -5.3% | -6.2%
-7.9% | Cc1ccc(NC(=O)CS(=O)(=O)c2cn(CC(=O)N3CCOCC3)c3ccccc23)cc1 | -4.7% | -14.6%
5.7% | Cc1ccccc1NC(=O)Cn1nnc(C(=O)NCCc2ccccc2)c1N | -8.3% | .
-13.6% | COc1ccc(S(=O)(=O)Nc2ccc3c(c2)n(C)c(=O)n3C)cc1F | -2.6% | 1.5%
-5.5% | CCOC(=O)c1nn(-c2cccc(C)c2)cc1C(=O)c1ccccc1 | -6.6% | 2.5%
-6.0% | CCN(Cc1cc(OC)c(OC)c(OC)c1)C(=S)Nc1cccc(SC)c1 | -0.2% | ?

Among those listed so far, six have bromine.
FEN1 inh | molecule | GCN5L2 inh | N370S GC
4.0% | Oc1oc(-c2ccc(Br)cc2)nc1/C=N/c1ccccn1 | -8.2% | 1.9%
14.8%&-3.6% | CC(=O)c1cc2c(cc1N/C(=N/S(=O)(=O)c1ccc(Br)cc1)c1ccccc1)OCO2 | 3.4%&1.0% | 18.8%
-10.4% | CC1(C)CC(=O)C(C=NCCN2CCN(C(=O)c3ccc(Br)cc3)CC2)=C(O)C1 | -2.0% | 5.8%
-25.1% | O=C(OC1CCOC1=O)c1cc(-c2cccc(Br)c2)nc2ccccc12 (stereo not drawn) | -3.3% | 4.9%
-2.0% | COc1ccc(C)cc1NS(=O)(=O)c1ccc(Br)s1 | -1.8% | -10.8%
-7.6% | CC(=O)Nc1cccc(NC(=O)c2ccc(Br)cc2)c1 | 25.1% | 10.2%

Compound activity as filed in PubChem BioAssay.
